Lipid storage S3 – qHTS Assay for Lipid Storage Modulators in Drosophila S3 Cells; Drosophila S3 cells, BODIPY lipid droplet fluorescence, 18-24 h; cells fed with added oleic acid; Potency in µM for hits, for the others lipid storage change, negative = inhibition, % at the top dose, mostly 46.1 µM; 320,000 tested, 0.64% active; AID 2685, 2010; active = well fitted inhibition curve with a large enough effect in the signal ratio, with a control signal flat, not every such curve was filed as active; inconclusive = small, poorly fitted or top-dose-only effect, or effect the other way, or a change in a side signal; the % refers to the signal ratio
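Drosophila S3 cells got compounds at several concentrations plus oleic acid (400 uM solution). Laser-scanning cytometry with 488 nm excitation read lipid droplets at 500-530 nm and cells at 575-640 nm. Percent activity was relative to 20 uM Triacsin C.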
Lipid storage S3 cell count max – second read-out of Lipid storage S3, no call of its own (marks repeat the call); cell number change, %; measured here: cell count max response;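 cells counted by Cell Tracker Red CMTPX staining in the red channel; peak over a dose series mostly up to 46.1 µM; percent activity relative to internal control wells on each plate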
An asterisk follows results filed as active; i = inactive; ? = inconclusive; nt = not tested or not shown; [ ] = another dose, or the depositor's remark. % is scaled to controls: 0 for no effect and ±100 for the full control effect; potency is read from the fitted curve at half-maximal effect.

Order of results: Lipid storage S3, Lipid storage S3 cell count max
1	CCOc1ccc(NC(=O)C(CC)n2nc(C)c3c(C)n(-c4ccccc4)nc3c2=O)cc1 (centres undefined)
  ?, nt
2	CNC(=O)N(O)C1N(/N=C/c2ccc(N(C)C)cc2)C(=S)SC1(C)C (centres undefined)
  15%, 4
3	CC1CN(C(=O)c2ccccc2Sc2ccccc2C#N)CC(C)O1 (centres undefined)
  ?, nt
4	O=C(CCl)Nc1cccc(S(=O)(=O)NC2=NCCC2)c1
  ?, nt
5	COc1cccc(C(=O)Nc2cccc(NC(=O)c3cccs3)c2)c1
  ?, nt
6	COc1ccc(CC(=O)N2CCc3ccccc3C2)cc1
  ?, nt
7	COc1ccc(S(=O)(=O)c2snnc2C)cc1
  0%, nt
8	c1cnc2c(OCc3nc4ccccc4[nH]3)cccc2c1
  ?, nt
9	CC1CN(C(=O)c2cccc(S(=O)(=O)Nc3ccc(Cl)cc3)c2)CC(C)O1 (centres undefined)
  ?, nt
10	COc1cccc(NC(=O)CN(C)C(=O)c2ccc(NC(=O)CC3SC(N4CCCCC4)=NC3=O)cc2)c1 (centres undefined)
  ?, nt
11	Cc1ccc([C@@H]2CC=C(C(=O)O)[C@H](c3ccccc3F)N2S(=O)(=O)c2ccc(C)cc2)cc1
  10%, 19
12	CSc1cccc(NC(=O)CCCn2c(=O)c3cccn3c3cccnc32)c1
  18µM*, -19*
13	O=C(O)Cc1c(-c2ccccc2Cl)c2cc(Br)ccc2[nH]c1=O
  -27%, -2
14	CCN1C(=O)C2(Nc3ccccc3-c3nc4ccccc4n32)c2cc(OC)ccc21 (centres undefined)
  -12%, -16
15	COc1ccc(C=O)cc1Oc1nc(Cl)ncc1F
  22%, 6
16	COc1ccccc1NC(=O)CSCC(N)=O
  22%, 17
17	CCCCCCNC(=O)c1ccc(Br)o1
  ?, nt
18	CCOc1ccc(CNS(=O)(=O)c2cccs2)cc1OCC
  i, -1
19	CC(=O)Nc1ccc(Nc2nnc(-c3ccc(C)c(S(=O)(=O)NCC4CCCO4)c3)c3ccccc23)cc1 (centres undefined)
  -10%, 11
20	CCCCc1nnc(NC(=O)CN2C(=O)C3CCCCC3C2=O)s1 (centres undefined)
  ?, nt
21	CC(=O)c1c(C)[nH]c(C(=O)OCC(=O)Nc2c(C)cccc2C)c1C
  16%, -21
22	COC(=O)c1ccc(NC(=O)c2cc3sccc3n2C)cc1
  -16%, -6
23	CCC1(c2ccccc2)NC(=O)N(CC(=O)Nc2ccccc2C(=O)NC2CCCC2)C1=O (centres undefined)
  ?, nt
24	N#Cc1nc(-c2ccc(Cl)cc2)oc1NCc1cccc2c1OCO2
  15%, -7
25	ClC1=C(Cl)C(Cl)=C(Cl)C1=C/C=C/c1ccccc1
  ?, nt
26	O=C(c1ccccc1)c1nn(-c2cccc(Cl)c2)ccc1=O
  16%, 10
27	Cc1cc(N2CC(C)OC(C)C2)nc(C(C)C)n1 (centres undefined)
  i, nt
28	Cc1ccc(C)c(OCC(=O)NNC(=O)CCN2CCN(c3ccccc3)CC2)c1
  ?, nt
29	CCN(CC)Cc1c(C(=O)N/N=C/c2cccnc2)nnn1-c1nonc1N
  i, 15
30	O=C(Nc1ccccc1)Nc1cccc(Cl)c1
  ?, nt
31	CC(OC(=O)Cn1cnc2c1c(=O)n(C)c(=O)n2C)C(=O)Nc1ccc(Cl)cc1 (centres undefined)
  ?, nt
32	COc1ccc(-c2nnn(CC(=O)N(CC(=O)NC3CCCC3)c3cccc(C)c3)n2)cc1OC
  ?, nt
33	Nc1c(C(=O)NCCc2ccccc2)nnn1Cc1ccc(Cl)cc1
  9%, -16
34	Cc1ccccc1NC(=O)/C(C#N)=C/c1ccsc1
  ?, nt
35	COC(C(=O)NNC(=O)CCc1ccccc1)c1ccccc1 (centres undefined)
  ?, nt
36	Cc1ccc(SCC(=O)OCC(=O)NC(C)c2ccc(Br)cc2)cc1 (centres undefined)
  i, -2
37	Cc1ccc(N(C)C(=O)c2cc(S(=O)(=O)N3CCc4ccccc43)cn2C)cc1
  ?, nt
38	Cc1nc(SCC(=O)NC2CCCC2)c2c(C)c(C)sc2n1
  i, -21
39	COc1ccc(C)cc1NC(=O)Nc1ccccc1SC
  3%, 2
40	Cc1nc(N2CCC(C)CC2)c2c(C)c(C(=O)Nc3ccccc3C(F)(F)F)sc2n1
  ?, nt
41	CC(NC(=O)c1ccc(C(=O)c2ccccc2)cc1)c1ccc(S(N)(=O)=O)cc1 (centres undefined)
  ?, nt
42	COc1ccc(NC(=O)N2c3ccc(OC)cc3C(C)=CC2(C)C)cc1
  ?, nt
43	O=C(Nc1nccs1)c1cccc(S(=O)(=O)N2CCOCC2)c1
  15%, 1
44	COc1cc(OC)c(C=O)c(OC(=O)N2CCOCC2)c1
  ?, nt
45	Nc1nc(COC(=O)CCC(=O)c2ccc(Cl)cc2)nc(Nc2ccccc2)n1
  13%, 15
46	COc1ccc(CCNC(=O)c2ccccc2N(C)S(=O)(=O)c2ccccc2)cc1
  13%, 6
47	COC(=O)c1ccc(C2OCC(C)(C)CO2)cc1
  -1%, 12
48	Cc1ccc2c(c1)COc1c3ccc(C(=O)NCC4CC4)cc3nn1-2
  ?, nt
49	COc1ccc(CN2CCCC(CO)(Cc3cccc(Cl)c3)C2)cc1OC (centres undefined)
  ?, nt
50	Cc1cc(Br)c(OCC(=O)NN)c2c1CCC2
  9%, 18

Additional results follow.
Order of results: Lipid storage S3, Lipid storage S3 cell count max
51	Nc1c(C(=O)CSc2n[nH]c(-c3ccccc3)n2)c(=O)[nH]c(=O)n1C1CC1
  ?, nt
52	Cc1ccc(C)c(NC(=O)CSc2nc3c(c(=O)n2C)SC(C)C3)c1 (centres undefined)
  ?, nt
53	O=C(Nc1nnc(C2CC2)s1)C1COc2ccccc2O1 (centres undefined)
  ?, nt
54	Cn1cc([N+](=O)[O-])c(C(=O)NC2CCCCCCC2)n1
  ?, nt
55	COC(=O)c1cccc(NC(=O)Cc2ccc(OC)cc2)c1C
  ?, nt
56	CCCCc1c(O)nc(SCC(=O)N2CCCCC2)n(-c2ccccc2C)c1=O
  ?, nt
57	CCn1ncc(S(=O)(=O)Nc2cccnc2)c1C
  ?, nt
58	COc1cc(C(O)c2nc3ccccc3n2C(C)C)cc(OC)c1OC (centres undefined)
  i, -17
59	Cc1nc2nc(SCC(=O)NCCCN3CCCCC3)nn2c(C)c1Cc1ccccc1
  -21%, 21
60	O=C(CCNC(=O)c1ccco1)Nc1ccccc1N1CCOCC1
  -11%, 5

Reprinted from the part before: two compounds; new compounds follow.
Order of results: Lipid storage S3, Lipid storage S3 cell count max
59	Cc1nc2nc(SCC(=O)NCCCN3CCCCC3)nn2c(C)c1Cc1ccccc1
  -21%, 21
60	O=C(CCNC(=O)c1ccco1)Nc1ccccc1N1CCOCC1
  -11%, 5
61	CCC(=O)Nc1ccc(C(=O)Nc2c[nH]c(=O)[nH]c2=O)cc1
  2%, 1
62	COc1ccc(S(=O)(=O)N2CCC(C(=O)N3CCC(C(N)=O)CC3)CC2)cc1Cl
  22%, -10
63	COc1ccc(C(c2c(C)n(C)n(-c3ccccc3)c2=O)c2c(C)n(C)n(-c3ccccc3)c2=O)c(OC)c1OC
  ?, nt
64	COc1cccc(CNc2nn[nH]n2)c1OC
  24%, nt
65	CCCCNC(=O)CCCCCNS(=O)(=O)c1ccc(OC)cc1
  1%, 0
66	CCCc1nnc(NC(=O)CCC(=O)NCc2ccc(Cl)cc2Cl)s1
  10%, nt
67	O=S(=O)(Cc1ccc(Cl)cc1)NCc1ccc2c(c1)OCO2
  ?, nt
68	COc1ccc(N2CC(C(=O)NC3CCCCC3)CC2=O)cc1 (centres undefined)
  18%, 28
69	CNc1cc([N+](=O)[O-])ccc1N/C=C/C(=O)c1cccs1
  -1%, -15
70	CCOC(=O)C(C)Sc1cnccn1 (centres undefined)
  5%, 7

5 structures from above, arranged by SMILES length, falling.
Order of results: Lipid storage S3, Lipid storage S3 cell count max
63	COc1ccc(C(c2c(C)n(C)n(-c3ccccc3)c2=O)c2c(C)n(C)n(-c3ccccc3)c2=O)c(OC)c1OC
  ?, nt
69	CNc1cc([N+](=O)[O-])ccc1N/C=C/C(=O)c1cccs1
  -1%, -15
66	CCCc1nnc(NC(=O)CCC(=O)NCc2ccc(Cl)cc2Cl)s1
  10%, nt
65	CCCCNC(=O)CCCCCNS(=O)(=O)c1ccc(OC)cc1
  1%, 0
70	CCOC(=O)C(C)Sc1cnccn1 (centres undefined)
  5%, 7

Later entries:
Order of results: Lipid storage S3, Lipid storage S3 cell count max
71	CC(C)c1ccc(NC(=S)NNC(=O)c2cccnc2)cc1
  ?, nt
72	CCOC(=S)SCc1cn2ccccc2n1
  ?, nt
73	C=CCNC(=S)/N=c1/ccccn1CC
  -5%, -8
74	Cc1ccccc1-n1c(SC2CCOC2=O)nnc1-c1ccncc1 (centres undefined)
  ?, nt
75	CCCOc1ccc(-c2c(C(=O)N/N=C/c3cccnc3)nnn2-c2nonc2N)cc1
  ?, nt
76	COc1ccccc1-c1cc(C(=O)N2CCN(c3ccc(F)cc3)CC2)no1
  ?, nt
77	c1ccc(SCc2cn(C[C@H]3CC[C@@H]([C@@H]4CC[C@H](Cn5cc(CSc6ccccc6)nn5)O4)O3)nn2)cc1
  16%, -3
78	Cn1c(SCC(=O)Nc2ccccc2)nnc1-c1ccc2nonc2c1
  0%, 8
79	CCCN(C(=O)c1cc(-c2ccco2)nc2ccccc12)c1c(N)n(Cc2ccccc2)c(=O)[nH]c1=O
  ?, nt
80	O=C1c2ccccc2S(=O)(=O)N1Cc1nc2ccccc2s1
  3%, -12
81	CCCC(=O)OCC(=O)Nc1cc([N+](=O)[O-])ccc1OC
  ?, nt
82	COc1ccc(CC(=O)OCC(=O)Nc2ncc(Cl)cc2Cl)cc1OC
  8%, -20
83	Cc1ccc(C(=O)NCc2nnc3c(C(F)(F)F)cc(Cl)cn23)o1
  4%, -11
84	Cn1c(SCC(=O)c2c(N)n(C)c(=O)n(C)c2=O)nnc1-c1ccccc1
  ?, nt
85	Cc1oc(-c2ccccc2F)nc1CSCC(=O)NC1CC1
  ?, nt
86	COc1ccc(CCn2c(C)cc3c(c2=O)C(c2ccncc2)C(C#N)=C(N)O3)cc1OC (centres undefined)
  ?, nt
87	CC(C)n1c(O)c(N=Nc2ccc(Cl)nn2)c2ccccc21
  ?, nt
88	Cc1ccc(N2NC3(CCN(C(N)=O)CC3)NC2=O)cc1
  25%[9.22 µM], 6
89	CC(C)CCNC(=O)C(C)N(Cc1ccc(F)cc1)C(=O)c1ccc(CN2CCOCC2)o1 (centres undefined)
  -10%, -9
90	CCOC(=O)c1sc(NC(C)=O)c(C(=O)OCC)c1C
  ?, nt
91	COc1ccc(-c2noc(CCCC(=O)NC3CCCCC3)n2)cc1OC
  ?, nt
92	Cc1cc(Cl)c(OCCOCCN2CCC(C)CC2)c(Br)c1
  -13%, -10
93	COC(=O)Cn1ncc2c3ccccc3n(C)c2c1=O
  -1%, -2
94	CC(=O)c1ccc(NC(=S)N2CCN(CCN3C(=O)c4cccc5cccc(c45)C3=O)CC2)cc1
  3%, 11
95	Cc1cc(C)nc(-n2nc(C)cc2NC(=O)c2cccc(S(=O)(=O)N(C)C)c2)n1
  ?, nt
96	O=C1C=C(c2ccc(C(=O)O)cc2)C[C@@H](c2ccc(Cl)cc2)C1
  i, 2
97	CN(CCOc1ccc(Cl)cc1)C(=O)c1cc([N+](=O)[O-])ccc1N1CCOCC1
  ?, nt
98	Cc1ccccc1OCC(=O)OCC(=O)NCCc1ccccc1
  ?, nt
99	c1ccc(-c2ncnc3cc4n(c23)CCC4)cc1
  -3%, -2
100	CN(CC1CCCO1)S(=O)(=O)c1ccc(C(=O)N2CCN(c3ccccc3)CC2)cc1 (centres undefined)
  -7%, 2
101	CC1CC(C)(C)CC2(C1)NC(=O)N(CC(=O)NCCc1c[nH]c3ccccc13)C2=O (centres undefined)
  8%, 7
102	Cc1ccccc1CN1C(=O)/C(=C\c2ccc(C(=O)NCCN3CCOCC3)cc2)Sc2ccccc21
  ?, nt
103	COc1ccc(NS(=O)(=O)c2cc(NC(=O)Cc3c(F)cccc3Cl)ccc2OC)cc1
  7%, -7
104	Cc1ccc2oc(C(=O)NC3CCS(=O)(=O)C3)c(C)c2c1 (centres undefined)
  ?, nt
105	CCCCN(C)C(=O)c1nc2ccccn2c1CN1CCC[C@H]1C(=O)OC
  0%, 20
106	Cc1ccc2nccc(C(=O)N3CCCC(N4CCN(c5ccc(F)cc5)CC4)C3)c2c1 (centres undefined)
  ?, nt
107	O=C(C1=C(O)C(=O)N(CC2CCCO2)C1c1cccc(O)c1)c1ccco1 (centres undefined)
  -14%, -20
108	COc1ccccc1OCc1nnc(SCC(=O)Nc2ccc(N3CCOCC3)cc2)n1C
  i, 32
109	O=C(NN1C(=O)/C(=C/C=C/c2ccco2)SC1=S)c1ccncc1
  ?, nt
110	Cc1onc(-c2ccccc2)c1C(=O)OCC(=O)N1CCC(C)CC1
  10%, -13
111	CC(C)(C)c1ccc(C2SCC(=O)N2c2cccc(C(=O)O)c2)cc1 (centres undefined)
  ?, nt
112	CCOc1ccc(C(=O)Nc2cnn(Cc3ccc(Cl)c(Cl)c3)c2)cc1
  ?, nt
113	Cc1ccc(C2C=C(c3ccccc3)Nc3nc(N4C(=O)CCC4=O)nn32)cc1 (centres undefined)
  ?, nt
114	Cc1ccc(C)c(OCC(=O)Nc2c(C)n(C)n(-c3ccccc3)c2=O)c1
  4%, 5
115	Oc1ccc(-c2[nH]ncc2-c2ccc(Br)cc2)c(O)c1
  18%, -8
116	COc1ccc(N2CCN(C(=O)CN3C(=O)NC(C)(C4CC4)C3=O)CC2)cc1 (centres undefined)
  9%, -22
117	CCOc1ccc(S(=O)(=O)N2CCCCC2)cc1NS(=O)(=O)c1cccs1
  ?, nt

Compound activity as filed in PubChem BioAssay.

Not all compounds are listed; the hit share may differ from the screen's.
